Compound activity deposited in PubChem by NCI.
Growth percent in the NCI-60 one-dose screen (48 h, 10 µM unless noted): 100 = growth as untreated, 0 = no growth, -100 = all killed.
MALME-3M: MALME-3M melanoma; 78,000 tested, 5.8% active
M14: M14 melanoma; AID 1794745; 80,000 tested, 6.2% active
SK-MEL-2: SK-MEL-2 melanoma. 77,000 tested, 4.7% active. AID 1794763
A549/ATCC: A549/ATCC NSCLC; AID 1794740; 81,000 tested, 3.7% active
UACC-257: UACC-257 melanoma; 78,000 tested, 4.4% active; AID 1794764
UACC-62: UACC-62 melanoma. 81,000 tested, 5.4% active
EKVX: EKVX NSCLC; AID 1794765; 71,000 tested, 3% active
SK-MEL-5: SK-MEL-5 melanoma; 80,000 tested, 6.4% active
* = called active by the depositor; x = not tested or not shown; & = joins results of further samples. How the source made its calls: active means growth percent below 10; inactive means the rest.

Fields – MALME-3M	M14	SK-MEL-2	A549/ATCC	UACC-257	UACC-62	EKVX	SK-MEL-5
1. COc1ccc(C2C=C(c3ccc(Cl)c(Cl)c3)N=C3SC(C)=CN32)cc1 (stereo unspecified)
    90.2	97.3	94.8	81.6	109.0	92.1	x	93.6
2. CC1=CSC2=NC(c3ccc(N)cc3)=CC(c3ccc(Cl)cc3)N12 (stereo unspecified)
    94.9	93.7	112.0	84.7	93.9	106.8	x	97.7
3. CC(=O)OC[C@]12CC[C@@H](C)[C@H](C)[C@H]1[C@]13O[C@H](/C1=N\O)[C@@H]1[C@@]4(C)CCCNC(C)(C)[C@@H]4CC[C@@]1(C)[C@]3(C)CC2
    101.1	86.5	99.3	79.0	95.5	80.9	97.7	80.7
4. CCOc1cccc(/C=C2\N=C(c3ccccc3)OC2=O)c1
    99.9	103.1	91.9	105.8	102.2	106.1	x	104.4
5. CC(=O)Nc1cc(C)cc(C)c1
    x	98.4	100.1	107.6	96.0	x	x	105.6
6. COc1cc(-c2nc(-c3ccc(-c4nc5ccccc5[nH]4)cc3)no2)cc(OC)c1OC
    66.9	73.7	93.1	87.3	110.4	59.0	76.3	48.9
7. OC(CO/N=C/c1ccc(OC(F)F)c(OC2CCCC2)c1)CN1CCOCC1 (stereo unspecified)
    119.6	103.7	104.9	93.0	97.7	81.2	89.6	89.7
8. CCC(=O)Oc1ccc(C(C)(C)C)cc1
    117.5	103.0	102.1	104.4	101.9	104.7	106.2	104.0
9. Cc1ccc(NC(=O)COc2ccc(/C=N/Nc3nc4ccccc4s3)cc2)cc1
    91.1	98.8	106.1	93.5	104.8	83.5	94.2	89.8
10. O=C(O)c1cn(C2CC2)c2cc(N3CCN(C(=O)CCCN4C(=O)S/C(=C\c5ccc([N+](=O)[O-])cc5)C4=O)CC3)c(F)cc2c1=O
    105.0	109.9	106.1	94.5	104.9	98.0	75.5	99.2

Given screen by screen: 3 of the compounds above
4) CCOc1cccc(/C=C2\N=C(c3ccccc3)OC2=O)c1
5) CC(=O)Nc1cc(C)cc(C)c1
6) COc1cc(-c2nc(-c3ccc(-c4nc5ccccc5[nH]4)cc3)no2)cc(OC)c1OC

| Screen / compound no. | 4 | 5 | 6 |
| --- | --- | --- | --- |
| MALME-3M | 99.9 | x | 66.9 |
| M14 | 103.1 | 98.4 | 73.7 |
| SK-MEL-2 | 91.9 | 100.1 | 93.1 |
| A549/ATCC | 105.8 | 107.6 | 87.3 |
| UACC-257 | 102.2 | 96.0 | 110.4 |
| UACC-62 | 106.1 | x | 59.0 |
| EKVX | x | x | 76.3 |
| SK-MEL-5 | 104.4 | 105.6 | 48.9 |

Remaining list, next part.
Fields – MALME-3M	M14	SK-MEL-2	A549/ATCC	UACC-257	UACC-62	EKVX	SK-MEL-5
11. COC(=O)c1cccc2c([N+](=O)[O-])c(NC(C)=O)cc(C(=O)OC)c12
    96.6&107.8	111.2&102.8	123.3&94.5	97.0&103.3	106.4	82.8&103.5	88.7	94.4&101.3
12. O=C1NC(c2ccccc2)(c2ccccc2)C(=O)N1CCN1CCCCC1
    99.2	107.4	123.8	102.2	112.1	111.3	86.4	95.7
13. CC(Nc1c(C#N)cnc2ccc(-c3cncc(O)c3)cc12)c1ccccc1 (stereo unspecified)
    -34.1*	4.1*	-43.6*	15.9	18.2	-51.2*	-13.6*	-89.4*
14. Oc1ccc(C2OCCO2)c2cccnc12
    49.0	25.8	70.4	56.3	79.2	51.4	78.4	48.4
15. Cc1ccc2c(n1)C(=O)C(Oc1ccc(C(F)(F)F)cc1)=CC2=O
    130.5	100.0	109.7	102.3	90.6	102.6	95.4	98.2
16. COc1cc(CNc2oc(-c3ccccc3)c(-c3ccccc3)c2C#N)cc(CN2CCCC2)c1O
    99.2	109.9	110.4	105.5	104.6	100.3	98.3	99.4
17. CC(=O)c1ccc(N=Nc2c(N)nc(N)[nH]c2=O)cc1
    100.7	102.4	94.2	107.9	101.7	93.7	98.8	102.5
18. COc1ccc(CCN2C(=O)/C(=C/c3ccc(C4Oc5ccccc5C5CC(c6ccccc6)=NN54)cc3)SC2=S)cc1 (stereo unspecified)
    102.5	102.0	103.1	107.9	108.6	97.5	97.4	100.8
19. COC1=CC(C)C2CC3OC(=O)CC4C(C)=C(OC)C(=O)C(C2(C)C1=O)C34C (stereo unspecified)
    127.9	109.0	101.5	111.6	116.4	103.2	113.8	108.6
20. c1ccc(/C(=N/c2sc(-c3ccccc3)nc2-c2ccccc2)N2CCN(c3ccccc3)CC2)cc1
    108.0	106.0	105.9	105.3	104.5	84.8	98.2	99.7

Fields – MALME-3M	M14	SK-MEL-2	A549/ATCC	UACC-257	UACC-62	EKVX	SK-MEL-5
21. CC1(C)CC[C@]2(C(=O)NCCCNCCCCN)CC[C@]3(C)C(=CC[C@@H]4[C@@]5(C)CCC(=O)C(C)(C)[C@@H]5CC[C@]43C)[C@@H]2C1
    99.5	89.6	105.1	101.0	110.0	87.0	95.8	95.6
22. CCOC(=O)c1cc(C(C)=O)c2cc(C)ccn12
    90.9	102.8	116.9	103.8	103.8	96.2	113.4	97.7
23. Cc1c(/C=C2\Oc3ccc(Cl)cc3C2=O)c(=O)n(-c2ccccc2)n1C
    123.9	104.2	102.4	102.4	120.2	98.8	109.3	114.1
24. N/C(=N\C(N)=N\c1nc2ccccc2s1)c1ccnc(Br)c1
    64.5	21.5	7.5*	61.3	46.2	27.7	82.6	27.1
25. CCOC(=O)/C(C#N)=C1/NNC(=Nc2cccnc2)S1
    105.1	95.9	106.7	85.3	78.3	95.5	98.7	98.6
26. N#Cc1ccc2cc(-c3ccc(Br)cc3)c(C(=O)c3ccc(Br)cc3)n2c1
    96.2	96.7	85.8	93.7	108.6	79.1	91.8	95.8
27. O=C1c2ccccc2C(=O)N1Cc1ccccc1
    x	106.7	89.3	94.8	98.5	107.4	x	99.7
28. O=C(Nc1cccc(NC(=O)c2ccccn2)c1)c1ccc(Cl)c(Cl)c1
    96.4	82.1	98.7	96.0	96.1	97.3	93.8	98.9
29. Cc1ccc2c(Cn3cc(COc4ccc5c(c4)NC(=O)CC5)nn3)cc(=O)oc2c1C
    102.4	95.0	91.8	72.2	90.4	67.3	74.5	68.8
30. CN1CC(c2ccc(Cl)cc2)C(C(=O)c2ccc(O)cc2)C12C(=O)c1ccccc1C2=O (stereo unspecified)
    105.3	101.5	104.6	107.5	99.1	96.8	94.4	100.7

Single records (already shown).
`Cc1c(/C=C2\Oc3ccc(Cl)cc3C2=O)c(=O)n(-c2ccccc2)n1C` as listed: MALME-3M: 123.9; M14: 104.2; SK-MEL-2: 102.4; A549/ATCC: 102.4; UACC-257: 120.2; UACC-62: 98.8; EKVX: 109.3; SK-MEL-5: 114.1
`O=C1c2ccccc2C(=O)N1Cc1ccccc1` as listed: MALME-3M: x; M14: 106.7; SK-MEL-2: 89.3; A549/ATCC: 94.8; UACC-257: 98.5; UACC-62: 107.4; EKVX: x; SK-MEL-5: 99.7

Next section:
Fields – MALME-3M	M14	SK-MEL-2	A549/ATCC	UACC-257	UACC-62	EKVX	SK-MEL-5
31. O=C1c2cccc3c(-c4ccc(-c5nc6c7ccccc7c7ccccc7c6[nH]5)cc4)ccc(c23)C(=O)N1CCN1CCNCC1
    85.4	x	104.6	70.7	107.7	105.6	97.0	x
32. CC(=O)CCN1C(=O)c2ccccc2C1=O
    107.0	68.6	98.4	92.2	87.8	92.9	89.8	98.9
33. O=C1c2cc(Br)ccc2Oc2cc([N+](=O)[O-])ccc2N1c1ccc(I)cc1F
    99.8	91.8	101.3	82.0	97.6	87.2	91.9	99.2
34. CSCCCO
    x	99.5	134.5	97.2	98.5	99.6	x	99.1
35. CCC(C(=O)O)(C(=O)O)c1ccccc1
    125.9	103.8	118.7	101.3	100.7	98.6	107.0	99.3
36. CC/C=C\C/C=C\C[C@H](O)C/C=C1/C(=O)C=C[C@@H]1C/C=C\CCCC(=O)OC
    -5.8*	-23.0*	-16.9*	-23.7*	-13.9*	-56.0*	24.8	-94.9*
37. CC(=O)/C=C(/C)N1CCCC1
    113.6	96.7	133.2	87.1	72.2	90.0	x	96.3
38. O=C(CSc1nc2c(n1Nc1ccccc1)-c1ccccc1SC2)Nc1nc(-c2ccccc2)cs1
    108.3	104.2	110.3	100.0	104.1	88.0	96.2	105.1
39. N[C@@H](CC/[N+]([O-])=N/O)C(=O)O
    101.3	102.2	107.2	102.0	112.0	98.4	89.3	x
40. COC(=O)CC[C@H](C)[C@H]1CC[C@H]2[C@@H]3CC[C@@H]4C(c5nc6ccc(F)cc6[nH]5)=C(Cl)CC[C@]4(C)[C@H]3CC(=O)[C@]12C
    86.7	78.4	95.8	93.2	68.2	45.3	83.8	61.2

Fields – MALME-3M	M14	SK-MEL-2	A549/ATCC	UACC-257	UACC-62	EKVX	SK-MEL-5
41. COC(=O)c1ccc(NC2=C(Cl)C(=O)C(C)=C(C)C2=O)cc1
    85.0	45.8	69.1	81.5	79.5	5.9*	53.2	44.6
42. CN(C)C(=S)SC1(CN2CCOCC2)COc2c(Cl)cc(Cl)cc2C1=O (stereo unspecified)
    58.1	92.2	102.5	88.1	89.7	57.1	82.0	82.1
43. CCCCOP(=O)(CCP(=O)(OCCCC)OCCCC)OCCCC
    101.7	97.8	103.6	95.9	98.7	98.3	x	93.5
44. O=C(O)/C=C\C(=O)NNc1ccc(Cl)cc1Cl
    101.0	87.2	90.8	72.1	86.5	x	95.7	102.0
45. COc1ccc(C(c2cc(OC)c(OC)c(OC)c2)n2ccnc2)cc1O (stereo unspecified)
    66.6	0.9*	43.5	12.8	37.8	36.5	30.2	-12.9*
46. Nc1nc2cc(Cl)c(Br)cc2o1
    x	109.1	96.1	90.5	101.6	92.1	91.3	108.2
47. N/C(=N\c1nc2ccccc2s1)NC(=O)NCc1ccccc1
    91.3	69.9	86.9	74.4	50.5	46.4	50.3	29.0
48. C=CCNC(=O)c1ccc(OC)cc1
    117.1	100.3	97.6	50.4	97.6	99.1	109.2	102.6
49. COc1c(C(=O)/C=C/c2ccccc2)c(O)cc2occc12
    86.2	64.3	60.2	52.3	57.5	49.1	88.9	51.9
50. CCOC(=O)CNC1=C(Cl)C(=O)N(Cc2ccc(Cl)cc2)C1=O
    93.9	105.0	100.8	105.9	106.4	104.2	100.4	101.8

Fields – MALME-3M	M14	SK-MEL-2	A549/ATCC	UACC-257	UACC-62	EKVX	SK-MEL-5
51. Cc1ccc(S(=O)(=O)n2cccc2/C=C2\C(=O)N(c3c(Cl)cccc3Cl)c3ccccc32)cc1
    83.0	92.7	82.5	86.3	96.0	90.3	80.3	99.6
52. CN(C)Cc1ccc(C(=O)Nc2ccc3ncnc(Nc4ccc(Oc5cccc(F)c5)c(Cl)c4)c3c2)cc1
    -80.6*	-69.3*	-27.1*	8.3*	-58.3*	-20.1*	35.5	-82.6*
53. Cc1cc2nc(Cc3nc4cc(C)c(C)cc4[nH]3)[nH]c2cc1C
    84.6	97.5	93.3	97.3	100.1	91.5	83.2	104.5
54. COc1ccc(NC2CC(=O)N(c3c(C)cc(C)cc3C)C2=O)c(OC)c1 (stereo unspecified)
    94.3	98.2	111.6	101.4	96.9	94.7	95.1	101.1
55. O=S(=O)(/N=c1\c2ccccc2cnn1C1=NCCN1S(=O)(=O)c1ccc(Br)cc1)c1ccc(Br)cc1
    112.2	106.9	103.0	102.6	103.3	108.9	101.4	100.9
56. CC(=O)ON1CCCC(P(=O)(OCOC(=O)C(C)(C)C)OCOC(=O)C(C)(C)C)C1=O (stereo unspecified)
    -8.8*	12.9	9.0*	7.7*	19.2	-64.7*	9.8*	-55.7*
57. Cc1cc(-n2ccc(N)nc2=O)ccc1F
    96.0	105.1	80.8	102.3	117.1	93.6	95.7	102.9
58. Cc1ccc2nc(CC(O)(c3ccccc3)c3ccccc3)ccc2c1
    96.6	85.5	103.7	85.8	94.9	90.8	x	94.1
59. CC1=NN(c2cccc(Cl)c2)C(=O)/C1=C\c1cn(C(=O)c2c(Cl)cccc2Cl)c2ccccc12
    100.7	88.6	95.1	103.2	88.8	84.1	70.5	93.9
60. O=C1OCC/C1=C\OCCCO/C=C1\CCOC1=O
    95.2	109.9	104.3	98.7	105.6	91.0	101.0	105.1
61. O=C(/C=C/c1ccccc1O)c1ccccc1O
    x	81.4	x	91.1	83.9	80.8	70.8	74.6

Another view of 3 compounds above:
4	CCOc1cccc(/C=C2\N=C(c3ccccc3)OC2=O)c1
2	CC1=CSC2=NC(c3ccc(N)cc3)=CC(c3ccc(Cl)cc3)N12 (stereo unspecified)
40	COC(=O)CC[C@H](C)[C@H]1CC[C@H]2[C@@H]3CC[C@@H]4C(c5nc6ccc(F)cc6[nH]5)=C(Cl)CC[C@]4(C)[C@H]3CC(=O)[C@]12C

screen / no.,4,2,40
MALME-3M,99.9,94.9,86.7
M14,103.1,93.7,78.4
SK-MEL-2,91.9,112.0,95.8
A549/ATCC,105.8,84.7,93.2
UACC-257,102.2,93.9,68.2
UACC-62,106.1,106.8,45.3
EKVX,x,x,83.8
SK-MEL-5,104.4,97.7,61.2
